Screens (PubChem BioAssay)
ABCG2 block: inhibitors of human ABCG2 transporter, ABCB1 counter-screen | Q9UNQ0 | IgMXP3 cells, JC-1 efflux, flow cytometry | inhibition, % at 6.6 µM | 0.1% of 190,000 active;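 active means inhibition above 80%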;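 further: 0% = DMSO and 100% = nicardipine control wells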
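Measure – % inhibition of efflux relative to nicardipine and DMSO · Test system – ABCG2 IgMXP3 and barcoded ABCB1 CCRF-Adr cell mix · Control set – nicardipine as high control, DMSO as low control · Compound – one concentration, 6.6 µM final · Signal – flow cytometry of retained JC-1 fluorescence · Timing – 10 min exposure at 25 °C with rotation, no wash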
ABCB1 block: blocks JC-1 efflux by human ABCB1 transporter; P08183; CCRF-Adr cells, flow cytometry; inhibition, % at 6.6 µM; 0.067% of 190,000 active; in the data active means inhibition above about 40%;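 further: 0% = vehicle and 100% = reference inhibitor; higher value means more JC-1 retained so stronger ABCB1 efflux block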
RGS7-Gao: modulates binding of RGS7 to human Galphao | P09471 | Multiplexed bead flow cytometry; actives lie on both sides | binding response (% of control), % at 10 µM | 0.35% of 220,000 active | AID 1439; in the data active means binding response below about 49% or above about 150%; inconclusive means no clear call, values can overlap the other calls; inactive means in between;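 further: fluorescent Galphao held in activated GDP-AlF4 state binding bead-coupled RGS7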
Target sequence (P09471 whole entry, looked up): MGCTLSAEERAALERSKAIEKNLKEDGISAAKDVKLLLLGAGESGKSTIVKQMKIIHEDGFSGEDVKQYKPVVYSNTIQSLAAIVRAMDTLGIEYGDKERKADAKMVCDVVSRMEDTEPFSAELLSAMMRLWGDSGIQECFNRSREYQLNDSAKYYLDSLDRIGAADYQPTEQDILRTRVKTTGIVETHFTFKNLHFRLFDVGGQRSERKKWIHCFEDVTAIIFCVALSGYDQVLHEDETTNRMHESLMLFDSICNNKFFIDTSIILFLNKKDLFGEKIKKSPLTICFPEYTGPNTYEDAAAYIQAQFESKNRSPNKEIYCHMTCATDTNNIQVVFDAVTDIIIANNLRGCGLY
Bfl-1 Bim block: inhibitors of Bim-Bfl-1 interaction, human | Bead-based flow cytometry, Bim-Bfl-1 binding inhibition | AID 1008 | Q16548 | 0.12% of 190,000 active | inhibition, % at 10 µM;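 further: 0% = wells without compound plus tracer and 100% = blocker peptide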
Bim-Bcl-2: disrupts Bim peptide binding to human Bcl-2; P10415; Bead-based flow cytometry, Bim peptide-Bcl-2 binding; inhibition, % at 10 µM; 0.06% of 190,000 active; AID 950; in the data active means inhibition above about 40%; inconclusive means no clear call, values can overlap the other calls;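 further: 0% = no compound wells with probe peptide and 100% = reference peptide inhibitor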
Target sequence (P10415 whole entry, looked up): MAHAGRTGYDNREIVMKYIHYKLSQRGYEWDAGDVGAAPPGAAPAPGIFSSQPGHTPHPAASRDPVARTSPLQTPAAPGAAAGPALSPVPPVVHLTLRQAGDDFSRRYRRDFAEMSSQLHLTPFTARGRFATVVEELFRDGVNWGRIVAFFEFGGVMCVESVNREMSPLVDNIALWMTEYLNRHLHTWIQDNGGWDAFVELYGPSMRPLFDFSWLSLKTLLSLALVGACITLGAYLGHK
Mcl-1 Bim block: human Bim-Mcl-1 interaction inhibition | 0.1% of 190,000 active | Q07820 | Bead-based flow cytometry, Bim peptide-Mcl-1 binding | inhibition, % at 10 µM;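 further: 0% = no compound tracer wells and 100% = peptide blocker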
Target sequence (Q07820 whole entry, looked up): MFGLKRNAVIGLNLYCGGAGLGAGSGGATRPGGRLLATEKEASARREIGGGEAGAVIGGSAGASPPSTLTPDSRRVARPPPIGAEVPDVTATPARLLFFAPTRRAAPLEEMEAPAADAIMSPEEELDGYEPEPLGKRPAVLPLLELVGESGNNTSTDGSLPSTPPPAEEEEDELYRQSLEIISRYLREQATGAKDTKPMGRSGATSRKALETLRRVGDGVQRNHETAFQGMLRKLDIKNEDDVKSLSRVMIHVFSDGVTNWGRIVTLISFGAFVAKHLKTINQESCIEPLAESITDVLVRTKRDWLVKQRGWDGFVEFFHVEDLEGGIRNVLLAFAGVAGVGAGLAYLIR
RGS4-Gao reg: modulates binding of RGS4 to human Galphao; P09471; Multiplexed bead flow cytometry; actives lie on both sides; binding response (% of control), % at 10 µM; 0.33% of 220,000 active; AID 1415; in the data active means binding response below about 49% or above about 150%; inactive means in between;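 further: fluorescent Galphao activated with aluminum fluoride binding bead-coupled RGS4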
RGS8-Gao: human RGS8-Galphao interaction regulation; multiplexed bead flow cytometry, RGS8-Galphao binding; actives lie on both sides; 0.34% of 220,000 active; response (percent of control binding), % at 10 µM; P09471; in the data active means response below about 60% or above about 140%; inactive means in between;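 further: Galphao activated as the GDP aluminium fluoride complex binding bead-coupled RGS8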
Bcl-XL Bim block: inhibitors of Bim-Bcl-XL interaction, human. Q07817. 0.04% of 190,000 active. inhibition, % at 10 µM. Bim peptide-Bcl-XL binding, bead flow cytometry, fluorescence. AID 1007
Bcl-B Bim block: inhibitors of Bim-Bcl-B interaction, human | Q9HD36 | bead-based flow cytometry, Bim peptide-Bcl-B binding | inhibition, % at 10 µM | 0.073% of 190,000 active | AID 951;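 further: 0% = tracer peptide without compound and 100% = reference inhibitor peptide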
Bcl-W Bim block: disrupts Bim peptide binding to human Bcl-W | Q92843 | bead-based flow cytometry | inhibition, % at 10 µM | 0.02% of 190,000 active | AID 952;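 further: 0% = bound tracer without compound and 100% = peptide blocker; higher means less fluorescent Bim peptide bound to Bcl-W beads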
The depositor's hits bear a star; ? = inconclusive; / = no result given. Unless noted, no stated cut-off is given here; in the data, active means inhibition above about 40%.

SMILES | ABCG2 block | ABCB1 block | RGS7-Gao | Bfl-1 Bim block | Bim-Bcl-2 | Mcl-1 Bim block | RGS4-Gao reg | RGS8-Gao | Bcl-XL Bim block | Bcl-B Bim block | Bcl-W Bim block
COc1ccc(CN(Cc2cccnc2)S(=O)(=O)c2ccc(-n3cnnn3)c(C)c2)cc1OC | 1 | 0.8 | 98 | 1 | -2 | 0 | 97 | 98 | 0 | 0 | 2
C=CCOc1cccc(/C=C2\C(=O)N(Cc3ccc(C)cc3)C(C)=C2C(=O)OC)c1 | 5 | 0.3 | 94 | -8 | -6 | -4 | 99 | 96 | -6 | -7 | -6
C=CCn1c(CNc2ccccc2)nnc1SCC(=O)N/N=C/c1ccc(O)cc1O | -1 | -0.1 | 69 | 0 | 2 | 3 | 64 | 79 | 2 | 8 | 2
COc1ccc(C(=O)Nc2nc3ccccc3[nH]2)cc1OC | 49 | 0.7 | 100 | -26 | -8 | -8 | 99 | 100 | -9 | -8 | -7
COC(=O)C1=C(C)NC(=O)/C1=C/c1ccc(CNS(=O)(=O)c2ccc(C)cc2)o1 | 9 | 0.4 | 86 | -5 | 1 | -1 | 90 | 91 | -2 | -4 | -1
CC1(C)CC(=O)C=C(NC2=CC3OC(c4ccccc4)OCC3OC2=O)C1 (stereo unspecified) | 1 | 0.1 | 98 | -5 | 1 | -6 | 94 | 98 | -4 | -8 | -2
CC(C)(C)OC(=O)N1CCOCCOCCNCCOCCOCC1 | 1 | 0.6 | 103 | 0 | 9 | -4 | 100 | 99 | -2 | -3 | -4
Cc1ccc(C2C(C(N)=S)=C(N)OC3=C2C(=O)CC(C)(C)C3)cc1 (stereo unspecified) | 5 | 0.3 | 92 | -10 | -9 | -6 | 96 | 98 | -11 | -14 | -7
O=C(NCCCO)c1ccc(CSc2nc3ccccc3[nH]2)cc1 | 2 | 0.1 | 95 | -4 | -1 | 0 | 99 | 100 | 0 | -6 | 0
Nc1c(C(=O)Nc2ccc(F)cc2)sc2nc(-c3ccco3)ccc12 | -7 | -7.1 | 95 | 18 | 13 | 11 | 98 | 93 | 7 | 5 | 26
Cc1cccc(C(=O)N2CCCN(C(=O)c3cccc(C)c3)CC2)c1 | 3 | 0.5 | 93 | 0 | -1 | -3 | 90 | 91 | -3 | 0 | -3
CCOc1ccc(NC(=O)Nc2ccc3nccnc3c2)cc1 | -2 | -0.3 | 100 | -7 | -1 | 6 | 97 | 100 | 2 | -1 | 0
C/C(CCc1ccc2c(c1)OCO2)=N\NC(=O)c1ccccc1 | / | 1.6 | 103 | -2 | -5 | -2 | 106 | 104 | -5 | -5 | -3
O=C(O)CCc1nn2c3ccccc3n(CC(=O)c3ccccc3)c2nc1=O | 2 | 0.3 | 105 | -8 | -8 | 3 | 103 | 104 | -4 | -7 | 3
COc1ccc(CN2CCN(CCCCOc3ccc(Cl)cc3)CC2)c(OC)c1OC | 1 | 1.6 | 96 | -4 | -2 | -5 | 100 | 97 | -3 | -2 | 3
CN(C)S(=O)(=O)Oc1ccccc1C(=O)Nc1cccc(C(F)(F)F)c1 | 2 | 0.2 | 95 | 0 | -2 | -1 | 94 | 98 | -1 | 0 | -1
Cc1ccc(NC(=O)C(=O)NCCOc2ccc(Cl)cc2)c(C)c1 | 0 | -0.2 | 96 | -18 | -4 | 0 | 101 | 99 | -3 | -6 | -5
COc1ccc(-c2cc3ccccc3n2CC(O)CN2CCC(C)CC2)cc1 (stereo unspecified) | -1 | 0.2 | ? | 5 | 0 | -1 | 116 | 114 | 0 | 1 | -4
O=C(c1ccc([N+](=O)[O-])cc1)N1CCC(Cc2ccccc2)CC1 | 0 | 0.2 | 102 | -3 | 1 | 0 | 101 | 102 | -1 | -3 | 0
Cc1ccc(NC(=O)c2ccc(S(=O)(=O)N3CCOCC3)cc2)nc1 | 1 | -0.1 | 99 | -10 | -9 | -2 | 101 | 102 | 0 | -8 | -2
Cc1cc(C)nc(SCC(=O)NNC(=O)c2cccs2)n1 | 0 | -0.1 | 99 | -5 | 0 | 0 | 101 | 104 | -4 | -2 | 0
COc1ccc(NC(=O)c2sc(=S)[nH]c2N)cc1 | 1 | -0.1 | 101 | 0 | 0 | 1 | 107 | 102 | 1 | -9 | 4
CN(C)C(=O)c1ccc(-c2nnc(NCc3ccccc3)c3ccccc23)cc1 | 16 | 1.2 | 98 | -20 | -2 | -14 | 102 | 101 | -4 | -7 | -3
CCOC(=O)c1cc2occc2n1CCCN1C(=O)c2ccccc2C1=O | 2 | 0.5 | 101 | -1 | -5 | 0 | 100 | 102 | -2 | -4 | 2
COc1ccc(/C=C/C2=CC(C)(C)NC(=S)N2)cc1OC | 3 | 0.2 | 97 | -1 | -4 | 0 | 98 | 99 | -3 | -19 | -4

5 entries out of the list, sorted by length of the SMILES, high to low.
SMILES | ABCG2 block | ABCB1 block | RGS7-Gao | Bfl-1 Bim block | Bim-Bcl-2 | Mcl-1 Bim block | RGS4-Gao reg | RGS8-Gao | Bcl-XL Bim block | Bcl-B Bim block | Bcl-W Bim block
COC(=O)C1=C(C)NC(=O)/C1=C/c1ccc(CNS(=O)(=O)c2ccc(C)cc2)o1 | 9 | 0.4 | 86 | -5 | 1 | -1 | 90 | 91 | -2 | -4 | -1
CN(C)C(=O)c1ccc(-c2nnc(NCc3ccccc3)c3ccccc23)cc1 | 16 | 1.2 | 98 | -20 | -2 | -14 | 102 | 101 | -4 | -7 | -3
O=C(c1ccc([N+](=O)[O-])cc1)N1CCC(Cc2ccccc2)CC1 | 0 | 0.2 | 102 | -3 | 1 | 0 | 101 | 102 | -1 | -3 | 0
Nc1c(C(=O)Nc2ccc(F)cc2)sc2nc(-c3ccco3)ccc12 | -7 | -7.1 | 95 | 18 | 13 | 11 | 98 | 93 | 7 | 5 | 26
Cc1cc(C)nc(SCC(=O)NNC(=O)c2cccs2)n1 | 0 | -0.1 | 99 | -5 | 0 | 0 | 101 | 104 | -4 | -2 | 0

Later entries
SMILES | ABCG2 block | ABCB1 block | RGS7-Gao | Bfl-1 Bim block | Bim-Bcl-2 | Mcl-1 Bim block | RGS4-Gao reg | RGS8-Gao | Bcl-XL Bim block | Bcl-B Bim block | Bcl-W Bim block
COc1cc2c(cc1OC)C1=NC(=O)CN1C(SCc1ccc(C)cc1)=N2 | -3 | -5.4 | 102 | -2 | 1 | 1 | 102 | 104 | 1 | 0 | 0
C=C(C)CC1N(c2cccc(OC)c2)C(=O)C2C(C(=O)O)C3C=CC21O3 (stereo unspecified) | -2 | -1.9 | 100 | -6 | -7 | 1 | 100 | 102 | -1 | -3 | 1
CCOC(=O)C1CCCN(C(=S)Nc2ccc(C)cc2C)C1 (stereo unspecified) | -2 | -0.2 | 108 | 1 | 5 | -2 | 107 | 115 | -1 | 0 | 0
CN(C1CCS(=O)(=O)C1)S(=O)(=O)c1cccc2nsnc12 (stereo unspecified) | 3 | 0.1 | 97 | 0 | 0 | -2 | 98 | 98 | -2 | -3 | 0
CC(C)CNC(=S)NC(=O)c1ccc(Cl)cc1Cl | 2 | -0.2 | 98 | -6 | -6 | -2 | 100 | 101 | -10 | -9 | -4
Cc1cccc2sc(NC(=O)CCNS(=O)(=O)c3cccs3)nc12 | 1 | 0.2 | 96 | -2 | -1 | -1 | 94 | 99 | 0 | 0 | -1
CC(C)NC(=O)c1ccc(COCC(F)(F)F)cc1 | 1 | 0.2 | 101 | -4 | 0 | -3 | 101 | 102 | -2 | -1 | -4
CS(=O)(=O)Nc1cccc(C2=NN(S(C)(=O)=O)C(c3ccc4c(c3)OCO4)C2)c1 (stereo unspecified) | -1 | -0.1 | 106 | -5 | -4 | -2 | 99 | 104 | -3 | -4 | -4
COc1ccc2nc(NC(C)=O)sc2c1 | 0 | -0.1 | 101 | 0 | -1 | 0 | 99 | 100 | 0 | 0 | -2
CC(C)CC(NS(=O)(=O)c1ccc2c(c1)oc(=O)n2C)C(=O)NCc1cccnc1 (stereo unspecified) | 0 | 0.3 | 100 | 3 | 5 | 0 | 102 | 102 | -2 | 0 | -5
CCC1=NN(C(=O)COc2ccccc2C)C(O)(c2ccncc2)C1 (stereo unspecified) | 2 | 1.3 | 104 | -6 | -3 | -1 | 99 | 99 | -1 | -5 | -2
Cc1ccc(NC(=O)Nc2ccc(F)cc2F)c(OC(F)F)c1 | 0 | -0.2 | 101 | -9 | -2 | 2 | 101 | 104 | -2 | -2 | 0
O=C(/C=C/c1ccc(Cl)cc1)NC1CCS(=O)(=O)C1 (stereo unspecified) | 3 | 0.4 | 102 | -8 | -2 | -1 | 99 | 106 | 2 | -7 | 0
Nn1cc(-c2ccccc2)nc1SCC(=O)N1CCN(S(=O)(=O)c2ccc3ccccc3c2)CC1 | 2 | 1.1 | 98 | 0 | -7 | -3 | 98 | 96 | -2 | -11 | 0
CC1=CCC2C(=O)N(c3ccccc3OC(=O)c3ccccc3F)C(=O)C2C1 (stereo unspecified) | 9 | 1.0 | 102 | 1 | 0 | 0 | 99 | 100 | 0 | 1 | 3
Cc1cccc2cc(CN(CCN3CCOCC3)C(=O)Nc3ccccc3F)c(=O)[nH]c12 | 13 | 1.5 | 100 | -16 | -7 | -1 | 99 | 98 | -4 | -3 | -2
Cc1ccc(OC(=O)c2ccc(C)c(C)c2)cn1 | 2 | 0.3 | 96 | -10 | -5 | 0 | 101 | 101 | 1 | -8 | -3
CCOC(=O)CNC(=O)CSc1nnnn1-c1ccc(C)c(C)c1 | 1 | 0.7 | 100 | 0 | -5 | -7 | 97 | 97 | -2 | -2 | -6
Cc1ccc(C)c(NC(=O)CCN2CCc3ccccc3C2)c1 | 3 | 0.1 | 103 | -6 | -1 | 1 | 104 | 103 | 0 | -2 | 0
C/C(=C\C(=O)c1cccnc1)Nc1ccc(C(=O)O)cc1 | 0 | 0.0 | 107 | -2 | -5 | 0 | 93 | 94 | -3 | -5 | 1
CCCCOCCCNC(=O)c1cccs1 | 0 | -0.1 | 108 | -14 | -14 | -2 | 103 | 101 | -1 | -6 | 1
Cc1cc(C)n(C(=O)CCCCCCCC(=O)n2nc(C)cc2C)n1 | 0 | 0.3 | 99 | 1 | -11 | 0 | 103 | 101 | 1 | 3 | 0
Nc1c2c(nc3ccc(Br)cc13)N(C1CCCCC1)CC2 | 4 | 0.3 | 100 | -3 | -2 | 0 | 106 | 104 | 1 | -1 | 4
COc1ccccc1NC(=S)N1CCN(c2ccccn2)CC1 | 10 | 0.3 | 100 | -3 | -4 | -4 | 99 | 100 | -6 | -7 | -3
COc1ccc(N(CC(O)Cn2cnc3ccccc32)S(=O)(=O)c2ccc(C)cc2)cc1 (stereo unspecified) | 4 | 0.9 | 102 | 0 | -4 | -3 | 99 | 101 | -3 | -2 | -3
Cn1cc(Br)c(C(=O)NN2C(=O)C3C(C2=O)C2C=CC3C23CC3)n1 (stereo unspecified) | 25 | 0.1 | ? | -7 | -4 | 0 | 103 | 104 | -3 | -5 | 0
CCc1ccc(CCC(=O)Nc2ccc(S(N)(=O)=O)cc2)o1 | 0 | 0.1 | 108 | -3 | -4 | -3 | 102 | 105 | -1 | 0 | 0
CCOC(=O)C1CCCN(c2ncnc3c2cnn3-c2cccc(C)c2)C1 (stereo unspecified) | 28 | 3.2 | 102 | 47* | 33 | 38 | 101 | 102 | 46* | 26 | 30
CC1CCC(NC(=O)C2CC(=O)N(c3ccc4c(c3)OCCO4)C2)CC1 (stereo unspecified) | 0 | -0.2 | 104 | -4 | -6 | -4 | 101 | 103 | 0 | -3 | -1
